Bioassay records: PubChem BioAssay, The Scripps Research Institute Molecular Screening Center
V1aR counter: V1a receptor agonism, counter-screen for OXTR agonists | P37288 | CHO-V1R cells, Fluo-8 calcium fluorescence, agonist mode; 0% DMSO, 100% 3 nM vasopressin | activation, % at 3 µM | actives 0.25% (n = 320,000);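 active = activation above the mean activation of all tested compounds plus 3 SD, per screening run, cut at about 20% in these data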;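 also: signal is peak over basal fluorescence ratio across a 100 second FLIPR read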
TAAR1 antag: antagonists of human TAAR1; CHO RD-HGA16 TAAR1, Fluo-8 calcium fluorescence, antagonist; inhibition, % at 3 µM; Q96RJ0; actives 1.5% (n = 360,000);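 active = inhibition above a per-plate cutoff, the mean inhibition of test compounds on that plate plus 3 SD, cut at about 49% in these data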;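 also: 0% = DMSO plus EC80 beta-PEA response and 100% = DMSO alone without agonist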
Target sequence (Q96RJ0 whole entry, looked up): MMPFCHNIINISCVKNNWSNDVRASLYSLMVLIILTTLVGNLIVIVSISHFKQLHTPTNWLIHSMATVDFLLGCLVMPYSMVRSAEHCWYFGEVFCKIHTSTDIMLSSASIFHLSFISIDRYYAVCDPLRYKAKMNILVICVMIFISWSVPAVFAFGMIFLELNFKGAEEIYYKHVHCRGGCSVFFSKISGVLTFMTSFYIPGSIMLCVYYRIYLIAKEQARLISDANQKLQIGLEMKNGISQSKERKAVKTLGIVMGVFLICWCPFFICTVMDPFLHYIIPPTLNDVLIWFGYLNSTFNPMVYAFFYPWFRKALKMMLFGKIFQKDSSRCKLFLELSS
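Test system: RD-HGA16 CHO cells with stable hTAAR1 and Gα16 / Probe or stimulus: EC80 β-phenethylamine stimulus / Times: seeding 17-24 h prior, 75-min 37 °C, 30-min RT dye loading / Detection: Fluo-8 calcium-sensitive fluorescence / Read-out basis: % inhibition scaled between DMSO and EC80 PEA controls / Repeats: singlicate, one well per test compound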
M1 ag parental: nonselective activator or artifact in parental CHO-K1 cells. Fluo-8 calcium fluorescence; scaled to maximal ATP response, vehicle zero. activation, % at 3 µM. actives 0.48% (n = 360,000); in the data active = activation above about 15%;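 also: untransfected CHO-K1 host cells lacking M1 receptor as counterscreen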
M1 PAM parental: counter-screen for M1 PAMs: effect in parental CHO-K1 cells; activation, % at 3 µM; ATP EC20, Fluo-8 calcium fluorescence; 0% at ATP EC20, 100% at ATP max; AID 602247; actives 0.02% (n = 360,000);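 active = activation above the run cutoff, the mean activation of all test compounds plus 3 SD, cut at about 40% in these data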;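 also: peak over basal fluorescence ratio in a 140 s read after ATP addition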
TAAR1 ag: agonists of human TAAR1; Q96RJ0; CHO RD-HGA16 TAAR1, Fluo-8 calcium fluorescence; vehicle wells 0%, saturating PEA agonist 100%; activation, % at 3 µM; actives 0.99% (n = 360,000);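 active = activation above the mean activation of all test compounds in the run plus 3 SD, cut at about 38% in these data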
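Assay system: CHO-derived RD-HGA16 cells with stable Gα16 and human TAAR1; timing: 17-24 h seeding, 75 min 37 °C dye, 30 min RT; read-out: % activation from peak over basal fluorescence ratio, DMSO-to-PEA scaled; measured by: kinetic Fluo-8 calcium fluorescence; benchmarks: low control DMSO, high control PEA (EC100); doses: 3 µM single concentration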
M1 ag: agonists of human M1 muscarinic receptor; P11229; CHO-K1 hM1, Fluo-8 calcium fluorescence, agonist mode; 0% DMSO, 100% acetylcholine EC100; activation, % at 3 µM; actives 0.33% (n = 360,000);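 active = activation above the run's mean compound activation plus 3 SD, cut at about 16% in these data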;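 also: peak over basal fluorescence ratio within a 140 s kinetic read after compound addition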
Target sequence (P11229 whole entry, looked up): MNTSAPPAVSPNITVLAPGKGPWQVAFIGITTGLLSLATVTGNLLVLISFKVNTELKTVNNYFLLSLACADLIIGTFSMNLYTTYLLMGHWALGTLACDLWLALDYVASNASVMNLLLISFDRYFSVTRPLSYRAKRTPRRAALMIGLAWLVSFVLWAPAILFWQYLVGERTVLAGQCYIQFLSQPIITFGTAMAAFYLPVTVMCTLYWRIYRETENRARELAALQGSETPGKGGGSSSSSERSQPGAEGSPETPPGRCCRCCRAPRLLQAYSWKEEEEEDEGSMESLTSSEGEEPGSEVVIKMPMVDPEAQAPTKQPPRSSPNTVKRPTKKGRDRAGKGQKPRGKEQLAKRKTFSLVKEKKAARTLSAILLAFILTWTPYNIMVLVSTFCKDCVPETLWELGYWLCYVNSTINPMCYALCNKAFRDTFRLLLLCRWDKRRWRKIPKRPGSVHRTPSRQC
CHO parental Ca: signal in parental CHO cells, OX1R antagonist counter-screen; parental CHO-K1, ATP-induced calcium, Fluo-8 fluorescence; inhibition, % at 5.6 µM; actives 0.63% (n = 330,000);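 active = inhibition above that plate's mean sample inhibition plus 3 SD, cut at about 26% in these data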;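 also: 0% = ATP-challenged DMSO wells and 100% = DMSO wells without ATP; some compounds past the cut are filed as inactive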
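Test system: untransfected parental CHO cell line; also added: ATP stimulus; dosing: 5.6 µM, single dose; signal: calcium-sensitive Fluo-8 fluorescence; measure: percent inhibition of ATP-evoked calcium rise, normalized to controls; benchmarks: low control ATP plus DMSO, high control DMSO only; replication: one well per compound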
OXTR potentiate: potentiates the human oxytocin receptor response; P30559; CHO-OTR cells, Fluo-8 calcium fluorescence, potentiator mode; 0% = oxytocin EC15, 100% = EC100; activation, % at 3 µM; actives 0.061% (n = 320,000);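 active = activation above that plate's cutoff, the mean activation of tested compounds plus 3 SD, cut at about 6.6% in these data, passing the limit was not always enough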;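 also: 100% uses oxytocin at 75 nM as the full agonist control; some results filed as inactive read as strong as hits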
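Material: human OTR in CHO cells. Compound: 3.0 µM, one dose. Timing: compound 6 min at room temperature before oxytocin, 100 s read. Evaluation: % activation of max/min ratio relative to oxytocin controls. Replication: single well per compound, singlicate. Signal: Fluo-8 calcium dye fluorescence.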
CHO-K1 Ca antag: counter-screen for M1 antagonists: effect in parental CHO-K1 cells. ATP-induced calcium, Fluo-8 fluorescence. inhibition, % at 3 µM. actives 0.6% (n = 360,000);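 active = inhibition above a per-plate cutoff, the plate's mean sample inhibition plus 3 SD, cut at about 24% in these data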;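 also: 0% = DMSO plus EC80 ATP and 100% = DMSO alone without ATP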
* marks the source's active call; other numbers are inactive results; . = no result given. Not a hit list. Share with any hit: about 3.3%.

SMILES,M1 PAM parental,TAAR1 antag,M1 ag parental,CHO-K1 Ca antag,OXTR potentiate,V1aR counter,M1 ag,TAAR1 ag,CHO parental Ca
CC(=O)Nc1ccc(NC(=O)c2cc(=O)c3cc(C)cc(C)c3o2)cc1,-5,-20,0.2,6,-7,0.3,-2,4,-10
O=c1c(-c2ccc(Cl)cc2)cnc2n1CCS2,-8,-15,3.5,-3,-5,3.0,-6,3,-14
CCCCCc1nnc(NC(=O)Cc2ccc([N+](=O)[O-])cc2)s1,22,13,8.5,-10,-5,0.7,-3,3,-10
COc1ccc(C(=O)N2CCOC2CNC(=O)C(=O)NCc2ccccc2Cl)cc1 (stereo unspecified),0,-13,0.0,-4,-3,-0.4,-2,3,-27
CC(NC(=O)COc1cccnc1[N+](=O)[O-])c1ccc(F)cc1 (stereo unspecified),8,-4,1.1,-21,0,0.9,-12,0,-3
COc1ccccc1/C=C/c1onc(C)c1S(=O)(=O)N1CCC(C(=O)NC(C)C)CC1,14,-29,0.8,2,-19,0.8,-1,10,-5
Cc1nc(N2CCCCC2)sc1C(=O)c1cccc([N+](=O)[O-])c1,12,14,0.9,-3,-18,0.9,-11,-1,-7
Nc1cnccc1C(=O)O,-2,-18,7.0,6,-11,1.4,6,13,4
O=C(CNC(=O)c1cccs1)Nc1ccc(N2CCOCC2)cc1,-6,-10,-0.1,-14,-3,0.3,-3,2,-2
Cc1ccc(-n2ncc3c2CC(C)(C)CC3NC(=O)CCc2ccc(=O)[nH]n2)cc1 (stereo unspecified),-6,-21,0.0,-2,0,0.9,-7,0,-12
CC1(C(=O)Nc2cnc3ccccc3c2)CCN1Cc1ccc2c(c1)OCCO2 (stereo unspecified),21,12,2.9,-17,.,.,-4,2,.
COc1ccc(N2C(=O)C(Cl)=C(NCc3ccccc3)C2=O)cc1,-2,-4,2.2,4,-8,0.7,-4,2,-22
Cc1cc(Nc2ccccc2Cl)nc(-c2ccccc2O)n1,3,-26,-0.4,-5,-13,0.1,-7,-2,-28
c1ccc(-c2nccnc2-c2ccccc2)cc1,1,-14,1.6,-9,-4,-0.9,-5,2,-1
Cc1nc(SCC(=O)N(C)C2CCS(=O)(=O)C2)c(C#N)c(C)c1C (stereo unspecified),18,-22,-0.2,-24,-4,0.2,-3,9,-10
CC(C)Nc1nc(Cl)nc(N(C#N)CN2C(=O)c3ccccc3S2(=O)=O)n1,18,12,0.3,-13,-5,-0.7,-5,-1,-7
O=C(COc1ccc(Cl)cc1Br)N1CCN(S(=O)(=O)c2ccccc2)CC1,13,-5,2.8,-5,.,.,4,1,.
O=C(NCCCN1CCCC1=O)c1ccc(OCc2ccccc2)cc1,18,16,0.9,5,-13,2.7,-5,9,-3
CCc1cc2c(CN3CCN(CC)CC3)cc(=O)oc2cc1O,-6,1,0.1,8,1,0.1,-5,10,4
O=C(N/C(=C\c1ccco1)C(=O)N1CCCC1)c1cccs1,10,2,0.0,-1,0,0.9,-5,1,-8
COc1cc2ccccc2cc1C(=O)N1CCN(C)CC1,4,-7,-0.2,2,0,-0.3,-12,14,-10
CC(=O)n1cc([C@H]2C=C(C(=O)N3CCN(Cc4ccc5c(c4)OCO5)CC3)O[C@@H](OCc3ccc(CO)cc3)C2)c2ccccc21,18,67*,5.4,-14,-14,3.6,-4,16,-11
O=C(COc1ccc(S(=O)(=O)N2CCOCC2)cc1)NCCN1CCOCC1,-1,0,0.7,-10,-2,-0.6,-1,3,0
CCOC(=O)c1nn(-c2ccc(C)cc2)c(=O)cc1OCC(=O)Nc1cc(C)ccc1OC,-10,-22,-0.1,-2,-1,-0.2,-1,2,-25
COc1cc(CCC(=O)OCC(=O)Nc2cccc(S(=O)(=O)N(C)C)c2)cc(OC)c1OC,0,-9,2.8,3,-1,2.8,-7,4,-16
O=C(Nc1cccc(C(=O)N2CCCC2)c1)C1CCCC1,12,-11,0.7,-5,.,.,-2,8,.
Cc1ccc([N+](=O)[O-])cc1S(=O)(=O)Nc1ccc(-c2ccc(N3CCOCC3)nn2)cc1,2,8,2.9,-1,-7,1.5,-3,5,-9
CC(=O)c1c(C)oc2ccc(N(C(C)=O)S(=O)(=O)c3ccc(F)cc3C)cc12,15,-12,1.1,-8,3,0.5,-3,0,-10
Cc1ccc(NC(=S)N(CCCN2CCOCC2)Cc2ccccn2)cc1Cl,9,-9,0.5,-7,-7,1.2,-5,0,-5
CCC(C)(C)C1CCc2[nH]nc(C(=O)NC3CCCC3)c2C1 (stereo unspecified),3,-15,-0.6,-8,-13,-1.7,-10,14,-20

An excerpt from above, limited to TAAR1 antag.
Compound,TAAR1 antag
Cc1cc(Nc2ccccc2Cl)nc(-c2ccccc2O)n1,-26
c1ccc(-c2nccnc2-c2ccccc2)cc1,-14

New compounds follow
SMILES,M1 PAM parental,TAAR1 antag,M1 ag parental,CHO-K1 Ca antag,OXTR potentiate,V1aR counter,M1 ag,TAAR1 ag,CHO parental Ca
CC(=O)O[C@@H]1[C@@]2(C)O[C@H]2CC[C@]23O[C@H]2[C@H](OC3=O)C2=C(C)C(=O)O[C@@]21O,16,-9,0.0,-11,5,1.5,-3,1,2
O=C(c1ccco1)N1CCN(C(=O)c2cc3sccc3n2Cc2ccccc2)CC1,12,7,5.7,-2,-9,2.3,-5,8,-22
CCc1ccc(CCC(=O)Nc2ccc(OC)cc2)o1,10,-5,-0.2,-2,-3,0.6,-6,0,-16
COc1cc(C(O)c2nc(-c3cccs3)cs2)ccc1F (stereo unspecified),3,16,2.1,-8,.,.,0,2,.
COc1ccc(NC(=O)N2CCC(n3cnc4ccccc43)CC2)cc1,4,0,1.1,-2,-1,-1.1,-5,1,-17
COC(=O)c1c(NC(=O)C2=COCCO2)sc(C)c1C,-5,-9,-0.1,-3,-6,-1.6,1,-1,-6
N#CCCn1cc(C(=O)Nc2ccc(C(=O)O)cc2)c(-c2cccc(Br)c2)n1,19,4,0.6,-10,0,1.1,0,1,-7
Cc1cc(C)c2oc(C(=O)N(Cc3cccs3)C3CCS(=O)(=O)C3)cc(=O)c2c1 (stereo unspecified),7,-22,0.7,-3,-5,0.2,-4,3,-10
CN(CCC#N)Cc1cc(=O)oc2ccc3ccccc3c12,-4,-7,0.6,-2,-9,-0.3,-2,2,-24
COc1ccc(C(=O)OCc2nnc(-c3ccccc3)o2)cc1S(=O)(=O)N1CCOCC1,19,-15,0.8,-11,-3,0.6,-2,2,-20
COc1ccc(OC)c(C2/C(=C(/O)c3cnn(-c4ccccc4)c3C)C(=O)C(=O)N2CCN(C)C)c1 (stereo unspecified),16,-8,0.6,-12,-3,0.0,-2,-2,-11
CC(=O)c1ccc(NC(=O)CN2CCN(c3ccccc3)CC2)cc1,11,6,2.0,-11,-8,3.2,-3,1,5
COc1cc(OC)c2c(-c3ccccc3)cc(=O)oc2c1C(CC(=O)N1CCCC1)c1ccc2c(c1)OCO2 (stereo unspecified),6,17,0.0,-4,-4,-0.7,-12,7,-15
NC(=O)C1CCN(C(=O)c2ccc(Cl)c(S(=O)(=O)NCc3ccco3)c2)CC1,9,11,-0.6,-9,0,0.9,-1,5,-1
O=C(CN1C(=O)NC2(CCCCC2)C1=O)Nc1ccc(Cl)c(S(=O)(=O)N2CCOCC2)c1,0,5,0.5,18,-4,0.0,6,3,-13
CSC1=NCCN1C(=O)c1ccc2c(c1)OCO2,-5,2,-0.2,0,3,0.0,-3,16,-1
Cc1nc(-c2ccccn2)nc(N2CCOCC2)c1Cl,4,-25,0.3,-2,-8,-0.8,0,1,2
COc1ccc(C)cc1S(=O)(=O)Nc1ccc2c(c1)OCO2,19,11,2.6,-6,6,0.6,-10,14,-10
C[C@@H]1CN([C@H](C)CO)S(=O)(=O)c2ccc(Br)cc2O[C@@H]1CN(C)C(=O)NC1CCCC1,23,-15,0.9,-18,.,.,-7,2,.
O=C(CN1c2cccc3cccc(c23)S1(=O)=O)NCCc1ccc(F)cc1,19,-3,0.8,-21,0,0.7,1,5,-16
COCCN(C(=O)COC(=O)CSc1ccccc1)c1c(N)n(Cc2ccccc2)c(=O)[nH]c1=O,4,-2,1.6,-2,-3,-0.2,0,4,-9
CCc1ccc(NC(=O)C2C3C=CC(C4CC34)C2C(=O)O)cc1 (stereo unspecified),-5,12,-0.4,8,-3,-0.3,-4,6,5
CN(C)CCNC(=O)c1cccc(-c2cnc3c(NC=O)cc(-c4cc(F)c(F)c(F)c4)cn23)c1,27,-6,0.1,-12,.,.,-9,1,.
Clc1ccc(-c2cc3nc(NCc4cccc(Cl)c4)ccn3n2)cc1,14,-36,-0.3,-10,.,.,-1,2,.
Cc1cccc(C)c1NC(=O)COC(=O)/C=C/c1ccc(S(=O)(=O)N2CCOCC2)cc1,-6,-12,0.1,-10,-9,1.4,-4,8,8
CCc1ccc2[nH]c(=O)c(CN(Cc3ccc(OC)cc3)Cc3nnnn3CCOC)cc2c1,10,-2,0.2,-11,.,.,-4,2,.
Cn1c(SCc2nc(-c3ccc(Br)cc3)no2)nnc1-c1ccco1,12,5,1.7,-8,-12,5.1,-3,7,-23
COCCOC(=O)c1c(C)oc2ccc(NS(=O)(=O)c3cccs3)cc12,17,-4,3.1,-12,-5,-0.2,-9,1,-4
Cc1ccc(S(N)(=O)=O)cc1NC(=O)C1CC2CCC1C2 (stereo unspecified),2,-4,-0.1,-10,3,0.4,-4,9,-7
CCOC(=O)[C@]12CCC=C1N(Cc1ccc3c(c1)OCO3)C(=O)[C@H](CC(=O)N1CCSCC1)C2,5,16,15,-5,.,.,.,2,.
CN=c1scc(-c2ccc([N+](=O)[O-])cc2)n1/N=C/c1ccco1,20,-23,0.8,-6,1,-1.2,-6,0,-14
Cc1ccc(CNC(=O)C2CCN(S(=O)(=O)c3c(C)noc3C)CC2)cc1,7,6,0.6,1,-4,0.1,-5,4,-8
CSc1cccc(NC(=O)CCS(=O)(=O)c2cccc3nonc23)c1,4,0,0.6,-11,-7,-0.3,-6,1,-8
